# ATXN2 expr inh: Primary qHTS for Inhibitors of ATXN expression. actives 0.72% (n = 360,000). Potency, µM (doses to about 57 µM), for inactives: at the highest dose activity change, negative = inhibition, hits mostly inhibitors. HEK-293 ATXN2-luciferase reporter, luminescence, 24 h. AID 1745845, 2022; further: potency means the concentration at half of the fitted maximal effect; on the % scale 0 is the no-effect control and ±100 the full control effect; nearly all actives have a fitted effect of over 55% in size
#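 ATXN2-luciferase reporter cells (luciferase flanked by upstream and downstream ATXN2 gene portions) were treated 24 h at 37 °C with compounds at up to 57 uM. SteadyGlo luminescence gave expression; GF-AFC fluorescence gave viability.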
# IL-1B inflam inh: qHTS for Inhibitors of Inflammasome Signaling: IL-1-beta AlphaLISA Primary Screen; actives 4.7% (n = 360,000); THP-1 LPS/ATP IL-1B secretion, AlphaLISA, 16 h; active compounds read low; activity change, % at 57.5 µM; in the data active means activity change below about -50%; inconclusive means mostly about -30% to -49%; further: on the % scale 0 is the no-effect control and ±100 the full control effect
#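 THP-1 cells pretreated 1 hr with compounds (up to 57.5 uM final), then stimulated with LPS (250 ng/mL final) plus ATP (1.25 mM final); secreted IL-1B measured by AlphaLISA after 16 hr, decreased signal indicating inhibition.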
# TGFb inhibitor: qHTS for Inhibitors of TGF-b. AID 588855, 2011. HepG2 CAGA-GFP TGF-b/SMAD3 reporter, GFP fluorescence, 18 h; TGF-beta stimulated, 500 pg/mL final. actives 1.2% (n = 410,000). Potency, µM (doses to about 46.1 µM), without a hit: top-dose activity, negative = inhibition, hits mostly inhibitors; further: potency means the concentration at half of the fitted maximal effect; on the % scale 0 is the no-effect control and ±100 the full control effect; nearly all actives have a fitted effect of over 65% in size
#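 Smad-responsive CAGA-GFP expression was quantified in HEPG2 cells exposed to compounds and 500 pg/mL final TGF-beta for 18 h at 37 degrees C; unstimulated wells defined full inhibition.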
# ATXN viability: Viability Counterscreen for Primary qHTS for Inhibitors of ATXN expression. S2 cells (HEK-293 line with an ATXN2-luciferase reporter) viability, CellTiter-Fluor protease fluorescence, 24 h. Potency, µM (doses to about 56.7 µM), most hits filed as cytotoxic. actives 0.49% (n = 400,000); further: potency means the concentration at half of the fitted maximal effect; nearly all actives have a fitted effect of over 40% in size
# HepG2 tox: qHTS for Inhibitors of TGF-b: Cytotox Counterscreen; HepG2 CAGA-GFP viability, ATP luminescence, 18 h; Potency, µM (series often up to 46.1 µM), without a hit: top-dose activity change, negative = cytotoxicity, usual class: cytotoxic; actives 0.76% (n = 410,000); AID 588856, 2011; further: potency means the concentration at half of the fitted maximal effect; some results filed as inactive show a strong effect at the top dose
#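 HepG2 CAGA-GFP cells (1000/well, DMEM with 1% FBS) received compound, then TGF-beta at 500 pg/mL final, and were incubated 18 hours at 37 degrees C. Viability was read by CellTiter-Glo luminescence. Media-only wells were set as complete cell-killing and DMSO as no toxicity.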
# Nrf2 inh: Nrf2 qHTS screen for inhibitors. A549 ARE-Fluc reporter, luciferase luminescence, 18-24 h. Potency, µM (series often up to 46 µM), without a hit: top-dose activity change, negative = inhibition, actives largely listed as inhibitors. AID 504444, 2011. actives 2.1% (n = 360,000); further: potency means the concentration at half of the fitted maximal effect; on the % scale 0 is the no-effect control and ±100 the full control effect; nearly all actives have a fitted effect of over 60% in size
#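 A549 ARE_Fluc cells, 5000/well, 5% FBS OPTI-MEM; compounds in dose-response, 18-24 h at 37 °C/5% CO2; CellTiter-Fluor viability read (Ex 405/Em 525), then BugLite luciferase luminescence = Nrf2 activity.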
# MCF10A rereplic: A quantitative high throughput screen for small molecules that induce DNA re-replication in MCF 10a normal breast cells. MCF 10A DNA re-replication, Hoechst nuclear intensity, 48 h. Potency, µM (titrated, usually from 46.1 µM), inactives show at the highest dose activity, positive = re-replication, usual class: activators. actives 2.9% (n = 350,000). AID 624296, 2012; further: potency means the concentration at half of the fitted maximal effect; % of control where 0% means no effect; nearly all actives have a fitted effect of over 50% in size
# Nrf2 ARE act: qHTS of Nrf2 Activators. actives 0.31% (n = 410,000). AID 624171, 2012. AREc32 ARE-luciferase reporter (MCF7-derived line), luminescence, 24 h. Potency, µM (highest dose often 46.1 µM), without a hit: top-dose activation, hits mostly activators; further: potency means the concentration at half of the fitted maximal effect; % of control where 0% means no effect; nearly all actives have a fitted effect of over 65% in size
#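 Cells of the AREc32 ARE-luciferase line are plated in OPTI-MEM containing 5% FBS and left overnight at 37 deg C. Compounds are pinned in, incubation continues 24 hr, and firefly luciferase signal is then measured.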
# A549 tox: Nrf2 qHTS screen for inhibitors: counterscreen for cytotoxicity | A549 ARE-Fluc cells, CellTiter-Fluor viability, 18-24 h | Potency, µM (series often up to 46 µM), without a hit: top-dose activity change, negative = cytotoxicity, most hits filed as inhibitors | actives 0.16% (n = 390,000) | AID 504648, 2011; further: potency means the concentration at half of the fitted maximal effect; on the % scale 0 is the no-effect control and ±100 the full control effect
#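 A549 ARE_Fluc cells in 5% FBS OPTI-MEM were exposed to compounds in concentration-response for 18-24 h at 37 deg C. Viability was read by CellTiter-Fluor fluorescence (Ex 405/Em 525) after 30 min, before the luciferase read.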
# Starred values were filed as active, the others as inactive; i = inactive; ? = inconclusive; / = not tested or not shown; [ ] = dose if it differs, or a comment. Unless noted, the call rests on the fitted dose curve; in most records, active means well fitted curve in the direction sought with a large enough effect; inconclusive means small, poorly fitted or top-dose-only effect, or another doubt; inactive means no such curve, though single readings can be large; an effect the other way counts as inactive or inconclusive.
SMILES,ATXN2 expr inh,IL-1B inflam inh,TGFb inhibitor,ATXN viability,HepG2 tox,Nrf2 inh,MCF10A rereplic,Nrf2 ARE act,A549 tox
O=C(COC(=O)CCc1nc2ccccc2c(=O)[nH]1)NCc1ccc(F)cc1,16.3%,13.7,-2.1%,i,8.9%,6.0%,1.0%,0.0%,-1.1%
COc1ccc(CC(=O)N2CCN=C2SCc2cccc([N+](=O)[O-])c2)cc1,-9.1%,-17.6,-3.5%,i,-16.6%,?,12.0%,3.3%,-5.7%
CC(=O)c1cccc(CN2CCN(Cc3ccc(F)cc3)C(CCO)C2)c1 (stereo not given),/,4.7,-7.5%,i,-8.7%,6.4%,3.1%,2.7%,7.7%
COc1ccccc1CC(=O)Nc1ccc(O)cc1C(=O)O,4.5%,9.9,-12.7%,i,-4.2%,13.1%,0.8%,0.0%,0.8%
NS(=O)(=O)c1ccc(CNC(=O)c2ccccn2)cc1,6.9%,18.7,-8.8%,i,5.9%,9.6%,-1.3%,-1.1%,1.2%
COc1ccccc1NC(=O)Nc1c(C)n(C)n(-c2ccccc2)c1=O,-6.1%,25.0,4.1%,i,1.5%,3.4%,0.3%,-0.2%,-6.6%
COc1ccccc1NC(=O)COC(=O)CCc1ccc(S(=O)(=O)N2CCOCC2)cc1,1.3%,3.8,12.1%,i,4.8%,-1.8%,7.2%,-1.3%,0.6%
CCn1c(=O)cc(OCC(=O)Nc2cc(OC)c(OC)c(OC)c2)c2ccccc21,-25.0%,/,0.8%,?,-24.4%,-25.3%,/,0.7%,0.2%
CCC(C)[C@H](NC(=O)N1CCn2c1nc1ccccc12)C(=O)NCc1ccccc1 (stereo not given in full),-9.8%,0.0,?,i,-3.1%,6.5%,3.5%,-0.3%,-3.1%
O=C(CSc1ccccc1C(=O)O)NC1CCCCCCC1,0.8%,10.8,-0.1%,i,-1.6%,?,-0.7%,-0.6%,1.6%
Cc1[nH]c2ccccc2c1/C=N/NC(=O)c1ccc(N)cc1,11.1%,-0.2,?,i,-5.7%,4.5%,-6.3%,2.8%,-7.6%
C/C=C/c1ccc(OCCCN2C(=O)NC(C)(C)C2=O)c(OC)c1,23.2%,-0.2,-8.2%,i,-9.7%,/,4.1%,1.3%,0.9%
N=c1n(CCN2CCCCC2)c2ccccc2n1CC(=O)c1ccc(Cl)c(Cl)c1,?,/,?,i,-186.7%,1.1%,10.3µM*,7.6%,-15.3%
Cc1noc(C)c1C(=O)OCC(=O)N1CCc2ccccc21,9.1%,-9.1,-24.0%,i,-2.3%,21.0%,2.8%,0.1%,0.1%
COc1ccc(C)cc1NC(=O)CO/N=C(\N)CC(=O)Nc1ccccc1OC,/,12.6,-27.5%,i,-51.6%,0.0%,-2.6%,-0.2%,-0.3%
Cc1ccc([C@H]2N[C@]3(CCCN(Cc4ccccc4)C3=O)[C@H]3C(=O)N(Cc4ccccc4)C(=O)[C@@H]23)cc1,10.4%,19.2,-21.0%,i,6.9%,/,/,-0.6%,/
COC(=O)c1sccc1S(=O)(=O)N(CC(=O)Nc1cc(F)ccc1F)c1ccc(C)c(C)c1,3.8%,/,-23.5%,i,-7.6%,?,/,11.8%,-0.9%
CCCCNC(=O)C1(C)CCN1Cc1ccc(C(=O)OCC)cc1 (stereo not given),-7.7%,41.6,15.3%,i,-1.1%,/,/,-0.6%[9.22 µM],/
COc1cc2c(cc1OC)C1(Nc3c-2c(Cc2ccccc2)nn3-c2ccccc2)C(=O)Nc2ccccc21 (stereo not given),-6.2%,-17.6,?,?,-14.8%,11.6µM*,6.51µM*,-0.1%,?
Cc1onc(-c2ccccc2Cl)c1C(=O)NCc1ccc(F)cc1,-5.4%,40.8,14.8%,i,-1.4%,1.5%,5.4%,-0.8%,5.7%
Cc1c(C(=O)Nc2cc(F)ccc2F)sc2nc(-c3ccc(F)cc3)cn12,/,/,-0.8%,/,1.3%,/,/,-0.5%,4.0%
OCCC1CN(Cc2cccn2-c2cccnc2)CCN1Cc1ccc(F)cc1 (stereo not given),/,20.4,-7.1%,i,-12.2%,-2.8%,-5.4%,3.8%,-4.2%
CN(C)CCCC1(O)c2ccccc2CCc2ccccc21,-11.2%[11.3 µM],-19.1,15.8%,i,5.5%,7.3%,-9.2%,-0.5%,-3.1%
COc1ccc(-c2csc(N(CCc3ccc(OC)c(OC)c3)C(=O)COc3ccccc3)n2)cc1,-11.8%,6.7,?,i,-22.9%,7.3%,6.1%,0.8%,-0.2%
N#Cc1ccc(NC(=O)c2cc(-c3cccc(Cl)c3)on2)cc1,-3.1%,/,1.3%,i,-10.6%,-0.4%,/,0.5%,0.4%

# Taken from above:
# Result for Cc1c(C(=O)Nc2cc(F)ccc2F)sc2nc(-c3ccc(F)cc3)cn12 under Nrf2 ARE act: -0.5%
# Result for N=c1n(CCN2CCCCC2)c2ccccc2n1CC(=O)c1ccc(Cl)c(Cl)c1 under MCF10A rereplic: 10.3µM*

# In the list so far, two contain a COOH group.
SMILES,ATXN2 expr inh,IL-1B inflam inh,TGFb inhibitor,ATXN viability,HepG2 tox,Nrf2 inh,MCF10A rereplic,Nrf2 ARE act,A549 tox
COc1ccccc1CC(=O)Nc1ccc(O)cc1C(=O)O,4.5%,9.9,-12.7%,i,-4.2%,13.1%,0.8%,0.0%,0.8%
O=C(CSc1ccccc1C(=O)O)NC1CCCCCCC1,0.8%,10.8,-0.1%,i,-1.6%,?,-0.7%,-0.6%,1.6%

# Following part
SMILES,ATXN2 expr inh,IL-1B inflam inh,TGFb inhibitor,ATXN viability,HepG2 tox,Nrf2 inh,MCF10A rereplic,Nrf2 ARE act,A549 tox
CC(C)C(c1nnnn1Cc1ccco1)N1CCC(C(N)=O)CC1 (stereo not given),-0.2%,-2.7,15.8%,i,4.3%,/,8.1%,3.8%,-11.2%
Cc1c(NC(=O)Oc2ccccc2)sc(=S)n1C,10.0%,13.7,3.4%,i,-5.8%,10.9%,4.3%,-0.5%,20.8%
CN(C)CCNC(=O)Cn1ccc2cc(S(=O)(=O)N3CCCCC3)ccc21,-5.1%,0.0,-1.0%,i,-4.2%,0.0%,12.3%,0.1%,0.0%
COc1cccc(NC(=O)c2c(C(=O)Nc3ccccc3)sc3nc(C)cc(=O)n23)c1,10.9%,/,-1.5%,i,-2.6%,23.6%,/,0.0%,-10.2%
CC(Oc1ccc(C(C)(C)C)cc1)c1ccnc2nc(/N=C/N(C)C)nn12 (stereo not given),-7.5%,-3.3,-11.6%,i,-31.1%,/,-16.6%,0.7%,0.3%
O=C(Cn1c(SCC(=O)N2CCCc3ccccc32)nc2ccccc21)N1CCCC1,1.3%,12.9,-23.2%,i,8.4%,8.3%,-0.8%,-0.2%,-2.2%
O=C(NCc1ccc2c(c1)OCO2)c1cccc(F)c1,7.3%,-8.9,6.6%,?,-1.4%,7.6%,1.8%,2.1%,1.7%
Cc1c(C)c2ccc(OC(C)C(=O)NCCc3c[nH]c4ccccc34)cc2oc1=O (stereo not given),15.1%,-21.4,33.0%,i,2.6%,-12.7%,?,4.7%,0.4%
CCc1c(C)nc(SCC(=O)NNC(=O)Cc2ccc(OC)cc2)[nH]c1=O,2.9%,-2.7,8.1%,i,4.8%,7.0%,-7.9%,0.0%,5.7%
O=C(c1cc2c(ccc3ccccc32)oc1=O)N1CCCC1,-4.9%,-51.8*,-3.2%,i,0.7%,-17.3%,-0.2%,0.0%,2.7%
COc1ccc2oc(=O)cc(CN3CCN(C(=O)c4ccccc4)CC3)c2c1,/,/,-25.5%,/,-13.8%,5.5%,/,-0.9%,1.2%
CC(CN1CCOCC1)OC(=O)CCc1ccccc1 (stereo not given),-1.0%,-3.7,-7.7%,i,-15.0%,6.4%,1.1%,-0.4%,1.7%
COCC1CCCCN1C(=O)c1cccc(OC2CCN(C(=O)C3CC3)CC2)c1 (stereo not given),10.5%,0.0,-16.3%,i,-0.1%,28.4%,11.7%,0.3%,-1.9%
COCCN1C(=O)CCC1(C)C(=O)NC1CCCC1 (stereo not given),-3.4%,2.9,4.4%,i,1.8%,/,/,0.0%,/
CCCCN(CCO)c1ncnc2sc(-c3ccccc3)cc12,?,/,?,i,-40.7%,?,?,-0.2%,-4.7%
CCOC(=O)c1cc(-c2ccc(F)cc2)n(CCC(=O)NC2CCN(Cc3ccccc3)CC2)c1C,?,?,?,?,12.6µM*,-8.9%,?,4.2%,?
CCOc1ccc(C2c3[nH]c4ccccc4c3C[C@H]3C(=O)N(C4CCN(Cc5ccccc5)CC4)CC(=O)N23)cc1OC (stereo not given in full),/,?,?,?,-25.0%,?,1.8%,-0.3%,?
COc1ccc(CN(C(=O)c2oc3ccccc3c2C)C2CCS(=O)(=O)C2)cc1OC (stereo not given),2.7%,-5.7,27.7%,i,-51.5%,/,13.3%,2.6%,0.5%
Cc1nc2ccccc2n1Cc1ccccc1,/,53.5,-28.2%,?,-19.9%,20.6µM*,-0.5%,-0.2%,1.1%
CNC(=O)c1cc(NC(=O)CCn2nc(-c3ccc(C)cc3)c3ccccc3c2=O)ccc1OC,-1.8%,-50.5*,1.3%,i,-38.7%,-19.0%,12.4%,0.7%,-1.1%

# Four entries out of the list above, ordered by their value in Nrf2 ARE act, descending:
SMILES | IL-1B inflam inh | TGFb inhibitor | Nrf2 ARE act
Cc1c(C)c2ccc(OC(C)C(=O)NCCc3c[nH]c4ccccc34)cc2oc1=O (stereo not given) | -21.4 | 33.0% | 4.7%
CCn1c(=O)cc(OCC(=O)Nc2cc(OC)c(OC)c(OC)c2)c2ccccc21 | / | 0.8% | 0.7%
COc1ccccc1CC(=O)Nc1ccc(O)cc1C(=O)O | 9.9 | -12.7% | 0.0%
CC(CN1CCOCC1)OC(=O)CCc1ccccc1 (stereo not given) | -3.7 | -7.7% | -0.4%
